GLP1R ag = qHTS of GLP-1 Receptor Agonists; HEK293 GLP-1R CRE-luciferase, luminescence, 4-6 h; cells express a hypersensitive GLP-1R form; Potency, µM (titrated, usually from 45.6 µM), inactives show at the top dose activation, hits mostly activators; hit rate 0.007% among 380,000; AID 624172, 2012; further: potency means the concentration at half of the fitted maximal effect; % of control where 0% means no effect
DRD3 agonist = qHTS of D3 Dopamine Receptor Agonist: qHTS; D(3) dopamine receptor (Homo sapiens), P35462; max activation, %; hit rate 0.58% among 410,000; D3R DiscoveRx beta-arrestin cells, luminescence, 90 min; AID 652048, 2013; in the data active means max activation above about 30%; further: 0% is about no effect; mostly tested at two doses, the higher about 12 µM
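Agonist-mode cell screen: cells plated at 1500/well and incubated overnight at 37 °C, then exposed to library compounds for 90 min at 37 °C. Detection reagent was added for 30–60 min at room temperature, and luminescence was read.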
HEK293 tox = qHTS of GLP-1 Receptor Inverse Agonists: Cytotox Screen | HEK293 cAMP-luciferase reporter cells, luminescence, 24 h | Potency, µM (highest dose often 38.3 µM), inactives show top-dose activity change, negative = inhibition, usual class: inhibitors | hit rate 0.13% among 410,000;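 further: loss of luciferase light is scored as toxicity; potency means the concentration at half of the fitted maximal effect; on the % scale 0 is the no-effect control and ±100 the full control effect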
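A 23 nL compound transfer followed 12 hours of cell culture at 37 deg C; exposure then lasted 24 hr. Luciferase assay detection reagent was dispensed and plates read for luminescence after a 12 min room-temperature wait.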
PI5P4Ka inh = qHTS for Inhibitors of phosphatidylinositol 5-phosphate 4-kinase (PI5P4K). Phosphatidylinositol 5-phosphate 4-kinase type-2 alpha (Homo sapiens), P48426. AID 652105, 2013. PI5P4Kalpha enzyme, ADP-Glo luminescence, 60 min; active compounds read low. hit rate 1.2% among 330,000. max response, %; active means max response of -50% or lower; inconclusive means between -30% and -50%; inactive means -30% or higher; further: value at the top dose of about 77 µM; on the % scale 0 is the no-effect control and ±100 the full control effect
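Luminescence from ADP-Glo served as readout of PI5P4Kalpha activity in a qHTS format. Reaction: enzyme, substrate, compound, ATP at 5 microM final, 60 min at RT.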
WRN helicase inh = qHTS for Inhibitors of WRN Helicase. Bifunctional 3'-5' exonuclease/ATP-dependent helicase WRN (Homo sapiens), Q14191. WRN helicase unwinding, fluorescent forked duplex, kinetic. Potency, µM (doses to about 114 µM), without a hit: at the top dose activity change, negative = inhibition, hits mostly inhibitors. hit rate 0.46% among 360,000; further: potency means the concentration at half of the fitted maximal effect; on the % scale 0 is the no-effect control and ±100 the full control effect; nearly all actives have a fitted effect of over 55% in size
Target sequence (Q14191 whole entry, looked up): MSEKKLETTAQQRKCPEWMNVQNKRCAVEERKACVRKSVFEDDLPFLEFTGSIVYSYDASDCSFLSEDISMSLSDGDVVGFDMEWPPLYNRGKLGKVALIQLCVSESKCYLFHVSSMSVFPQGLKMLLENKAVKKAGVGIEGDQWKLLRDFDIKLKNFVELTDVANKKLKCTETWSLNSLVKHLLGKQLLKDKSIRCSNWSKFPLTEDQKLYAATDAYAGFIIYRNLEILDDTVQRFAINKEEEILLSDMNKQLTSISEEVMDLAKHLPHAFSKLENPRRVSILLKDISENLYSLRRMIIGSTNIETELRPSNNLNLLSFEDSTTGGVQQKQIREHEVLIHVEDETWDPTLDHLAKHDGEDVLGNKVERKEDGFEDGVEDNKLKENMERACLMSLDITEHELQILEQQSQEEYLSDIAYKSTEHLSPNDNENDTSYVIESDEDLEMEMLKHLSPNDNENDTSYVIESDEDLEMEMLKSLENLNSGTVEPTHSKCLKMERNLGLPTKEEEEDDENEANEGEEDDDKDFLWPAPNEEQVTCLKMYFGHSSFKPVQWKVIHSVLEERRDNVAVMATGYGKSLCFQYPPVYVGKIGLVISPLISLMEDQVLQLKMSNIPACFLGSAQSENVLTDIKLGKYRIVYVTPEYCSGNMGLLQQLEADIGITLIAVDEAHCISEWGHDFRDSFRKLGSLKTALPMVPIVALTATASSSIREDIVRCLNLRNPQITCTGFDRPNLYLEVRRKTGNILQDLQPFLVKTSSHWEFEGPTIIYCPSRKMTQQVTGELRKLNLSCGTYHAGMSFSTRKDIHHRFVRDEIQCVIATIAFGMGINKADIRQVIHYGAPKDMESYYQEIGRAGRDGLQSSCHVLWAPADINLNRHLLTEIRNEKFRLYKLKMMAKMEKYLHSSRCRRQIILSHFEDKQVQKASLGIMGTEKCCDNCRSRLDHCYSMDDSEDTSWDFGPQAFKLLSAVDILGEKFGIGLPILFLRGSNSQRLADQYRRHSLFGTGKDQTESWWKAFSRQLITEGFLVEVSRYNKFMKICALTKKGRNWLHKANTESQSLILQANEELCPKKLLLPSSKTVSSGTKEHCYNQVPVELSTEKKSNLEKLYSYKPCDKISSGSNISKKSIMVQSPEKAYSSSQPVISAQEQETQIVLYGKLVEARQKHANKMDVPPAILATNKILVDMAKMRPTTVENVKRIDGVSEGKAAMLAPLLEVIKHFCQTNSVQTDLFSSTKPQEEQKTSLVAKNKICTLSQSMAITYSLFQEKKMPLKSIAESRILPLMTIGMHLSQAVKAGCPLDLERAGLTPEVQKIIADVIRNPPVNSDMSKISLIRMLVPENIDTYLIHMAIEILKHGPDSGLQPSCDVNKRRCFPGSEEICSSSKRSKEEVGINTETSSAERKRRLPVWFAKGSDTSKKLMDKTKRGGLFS
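Fluorescence dequenching readout, ex 525 nm/em 598 nm, kinetic mode: forked duplex DNA (100 nM final) with adjacent fluorophore and quencher unwound by WRN (20 nM final) with 2 mM ATP. Compound preincubation 15 min, room temperature.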
PLK1 PBD block = qHTS for Inhibitors of PLK1-PDB (polo-like kinase 1 - polo-box domain): Primary Screen | Plk1 PBD binding of FITC phosphopeptide, fluorescence polarization | hit rate 2.8% among 360,000 | Potency, µM, for the others: max response, negative = inhibition, most hits filed as inhibitors; further: potency means the concentration at half of the fitted maximal effect; series mostly up to about 57 µM; on the % scale 0 is the no-effect control and ±100 the full control effect; nearly all actives have a fitted effect of over 65% in size
GLP1R inv ag = qHTS of GLP-1 Receptor Inverse Agonists (Inhibition Mode) | Glucagon-like peptide 1 receptor (Homo sapiens), P43220 | HEK293 GLP-1R CRE-luciferase, luminescence, 24 h; GLP-1R form is constitutively active | hit rate 1.6% among 410,000 | Potency, µM (top dose mostly 38.3 µM), without a hit: top-dose activity change, negative = inhibition, actives largely listed as inhibitors; further: potency means the concentration at half of the fitted maximal effect; on the % scale 0 is the no-effect control and ±100 the full control effect; nearly all actives have a fitted effect of over 55% in size
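Stable HEK293 clone (constitutively active GLP-1R + cAMP-response luciferase); 200 cells/uL plated, 12 h pre-culture, compound 24 hr, 37 deg C/5% CO2; detection reagent 12 min RT; luminescence.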
IL2 activator = qHTS of IL-2 Activators | IL-2 activation reporter assay, cell-based qHTS; stimulated with anti-CD3/CD4/CD28 beads; in transgenic mouse T cells | activation, % (series mostly up to about 46 µM) | hit rate 0.065% among 360,000 | AID 652025, 2013; in the data active means activation above about 50%; inconclusive means mostly about 30% to 49%; further: 0% is about no effect
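Unstimulated transgenic mouse T cells preincubated 60 min with compound, then stimulated with anti-CD3/anti-CD4-coated beads plus anti-CD28 for 18 h at 37 degrees C. IL-2 response read as EGFP and DsRed fluorescence by plate cytometry.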
D3 antag = qHTS of D3 Dopamine Receptor Antagonist: qHTS | D(3) dopamine receptor (Homo sapiens), P35462 | D3R cells, DiscoveRx beta-arrestin luminescence, antagonist mode; active compounds read low | max response, negative = inhibition, % | hit rate 2.5% among 360,000; in the data active means max response below about -50%; inconclusive means no clear call, values can overlap the other calls; further: on the % scale 0 is the no-effect control and ±100 the full control effect; mostly tested at two doses, the higher about 12 µM
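Cells expressing the human receptor were seeded at 1500 cells/well, incubated overnight at 37 degrees C in 5% CO2, then exposed to library compounds with dopamine controls for 90 minutes at 37 degrees C before luminescent detection.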
Active calls of the source: *; ? = inconclusive; nt = not tested or not shown; & = joins results of further samples; [ ] = remark or other dose. Unless noted, the call rests on the fitted dose curve; in most records, active means well fitted curve in the direction sought with a large enough effect; inconclusive means small, poorly fitted or top-dose-only effect, or another doubt; inactive means no such curve, though single readings can be large; an effect the other way counts as inactive or inconclusive.

SMILES	GLP1R ag	DRD3 agonist	HEK293 tox	PI5P4Ka inh	WRN helicase inh	PLK1 PBD block	GLP1R inv ag	IL2 activator	D3 antag
COC/C=C/C1=CC2=CC(=O)C(C)(OC(=O)c3cnc4ccccc4n3)C(=O)C2=CN1c1ccccc1 (stereo unspecified)	15%	12	3%	-69*	-19%[57.1 µM]	-9%	58%[activator]	-0.1	-21
O=C(OCc1cc2ccccc2[nH]c1=O)c1ccncc1	6%	-3	-11%	-7	-4%	-3%	-6%	0.3	23
CCOC(=O)c1ccc(NC(=S)NN2CCN(C)CC2)cc1	-4%	2	-8%	1	-1%	-9%	-11%	-0.3	2
COCC(=O)N1CCC(Oc2ccc(C(=O)NC(C)c3nc(C)sc3C)cc2)CC1 (stereo unspecified)	1%	-4	-7%	1	0%	-22%	-9%	-3.2	-22
CCCS(=O)(=O)NC(=O)C1(C)CCN(C(=O)Cc2ccc(OC)cc2)C1 (stereo unspecified)	-6%	9	2%	2	1%	-3%	16%	1.7	10
CC1(c2nnnn2-c2ccc3c(c2)OCCO3)CCC(=O)N1Cc1cccc(C(F)(F)F)c1 (stereo unspecified)	3%	-6	0%	0	-3%	-7%	0%	-0.7	?
O=C(c1cccc(C(F)(F)F)c1)N1CCCCCC1	9%	-6	-6%	nt	3%	0%	0%	1.1	14
CC(OC(=O)c1ccco1)C(=O)Nc1ccc(Cl)cn1 (stereo unspecified)	0%	-10	4%	-8	6%[57.1 µM]	3%	3%	-3.0	14
O=C1c2cccnc2C(=O)N1C1CCCCC1	-6%	2	-10%	nt	3%	-5%	25%	-0.9	-25
C=CCn1c(Br)nc2c1c(=O)[nH]c(=O)n2C	0%	1	-25%	nt	3%	1%	2%	-1.0	23
CC(=O)n1c(-c2ccccc2)c(-c2ccccc2)n(C)c1=O	10%	5	?	-8	-16%	-4%	5%	0.5	-3
COc1cccc(NC(=O)CN(C)C(=O)c2cccc(S(=O)(=O)N3CC4(C)CC3CC(C)(C)C4)c2)c1 (stereo unspecified)	9%	-2	2%	8	2%	-16%	2%	-0.5	-13
C[C@H](CO)N1C[C@H](C)[C@H](CN(C)Cc2ccccc2)Oc2ccc(NC(=O)Nc3ccc(F)cc3)cc2C1=O	-1%	11	3%	20	-6%	-3%	11µM*	-0.8	26
COc1cc2cc(CCOC(=O)c3ccco3)oc(=O)c2cc1OC	30%	0	-2%	4	1%	-6%	76%[activator]	-0.1	-16
COC(=O)C1CCN(c2ccc(Cl)nn2)CC1	-8%	1	-12%	1	7%	5%	24%	-2.1	13
O=C1NC2(CCCCCC2)N=C1c1ccc(F)cc1	3%	0	-4%	1	-3%	-1%	?	0.0	14
CC1CCN(S(=O)(=O)c2ccc(C(=O)Nc3ccccn3)cc2)CC1	4%	7	-4%	-2	2%	-11%	?	-0.8	3
COc1cccc(CNC(=O)[C@@H]2CCCN2C(=O)[C@H]2CCCCN2C(=O)c2cccc(OC)c2)c1	2%	1	2%	1	0%	-4%	23%	-0.7	33
Cc1cc(C)nc(N/N=C/c2cc(C)n(CC(F)(F)F)c2C)n1	8%	1	?	-5	6%	-10%	?	-0.4	-8
Cc1cc(C)n(-c2cc(-c3ccccc3)nc(C)n2)n1	14%	-2	20%	-5	-2%	19µM*	12%	1.3	11
Cc1cc(F)ccc1C(O)c1ncc(-c2ccccc2Cl)[nH]1 (stereo unspecified)	-9%	4	-5%	2	3%	-5%	?	-0.4	34
COCCN1CN(S(=O)(=O)c2cccc(Cl)c2)c2nc3ccccc3nc21	10%	-16	5%	1	5%	-25%	-23%	-1.9	-10
Cc1oc2cc(OC(=O)c3ccco3)ccc2c(=O)c1-c1nc2ccccc2n1C	-1%	-12	1%	-7	-6%	-11%	4%	-3.7	-16
COc1ccc(-c2cccc(NS(=O)(=O)c3ccc([N+](=O)[O-])cc3)c2)nn1	10%	1	-19%	-12	-4%	-12%	4%	-0.3	?
COc1ccccc1Nc1nn2c(=O)c3ccc(C(=O)N4CCCCC4)cc3nc2s1	-4%&-2%	7&-5	-32%&6%	-2	-9%	-9%	-39%&7%	-2.0	5
Cc1ccnc(NC(=O)c2cccc(NC(=O)c3ccc(Cl)c(Cl)c3)c2)c1	-1%	-10	-1%	0	2%[57.1 µM]	0%	-5%	-0.8	-10
CC(=O)Nc1ccc(C(=O)NNC(=O)c2ccc(Cl)cc2Cl)cc1	2%	2	-9%	2	-1%	-4%	21%	0.1	2
CNC(=O)C[C@@H]1C(=O)N(c2ccc(OC)cc2)CC1(C)C	-1%	1	9%	-3	3%	1%	3%	1.2	0
CCOc1cc(CNCc2cccs2)cc(Br)c1OCC	14%	-13	-10%	-1	-1%	-1%	10µM*	-0.8	-18
COc1ccc(Cc2nnc(SCC(=O)Nc3ncc(C)s3)o2)cc1	8%	1	2%	nt	0%	-8%	0%	-2.6	27
CCNC(=S)N1CCN(c2cccc(C(F)(F)F)c2)CC1	-2%	3	3%	-2	-1%	0%	-2%	-2.9	1
O=C(NCc1ccccn1)c1ccccc1OCc1ccccc1Cl	10%	-1	0%	2	-1%	1%	?	-2.6	13
CC(C)(Oc1ccc(Cl)cc1)C(=O)NC1CC1	22%	-7	23%	-2	-6%	-15%	17%	-3.8	-5
CCCCc1nnc(NC(=O)CCSc2ccccc2)s1	-2%	20	1%	nt	-1%	?	-1%	-1.3	8
COc1ccc(Cn2c(C(C)C)nc3sc4ccccc4c(=O)c3c2=O)cc1	14%	2	6%	10	0%	-1%	-1%	-1.7	5
CCOC(=O)N1CCN(C(=O)CN2C(=O)COc3ccc(C)cc32)CC1	4%	0	-6%	0	3%	-4%	-16%	-4.0	-19
Cc1ccccc1N1CC(C(=O)Nc2ccc(S(=O)(=O)N3CCCC3)cc2)CC1=O (stereo unspecified)	-1%	-11	-3%	-3	0%	-9%	-12%	-3.4	-10
CN(CC(=O)N1CC(=O)N(CCc2ccccc2)C(=O)C1)S(=O)(=O)c1cccc2nsnc12	0%	3	-8%	nt	5%	-1%	0%	-2.6	25
COc1ccc(-c2cc(-c3ccccc3)n[nH]2)c(O)c1	14%	-1	-7%	13	-9%	-5%	?	1.2	10
O=C(/C=C/c1ccccc1[N+](=O)[O-])NCc1cccnc1	0%	-4	2%	3	-8%	-7%	9%	-2.2	0
COc1ccc(CNC(=O)c2ccc(Cn3cc(Br)cn3)o2)cc1	-7%	-4	4%	1	6%	-19%	-13%	-2.9	-1
COc1ccc2c(COC(=O)CC3Sc4ccccc4NC3=O)cc(=O)oc2c1 (stereo unspecified)	24%	12	6%	?	-13%[11.6 µM]	-6%	-10%	-3.5	30
Cc1cc(C)nc(Nc2ccc(Br)cc2C(=O)O)n1	20%	8	-4%	-8	-8%	?	9%	0.4	7
CCCOc1ccc(C(=O)NC(=S)NNC(=O)c2c(-c3ccccc3)noc2C)cc1	-3%	-16	5%	-7	12%	-6%	-19%	5.1	-12
Cn1nnnc1SCC(=O)N1CCN(c2ccccc2)CC1	-10%	-9	14%	10	10%	-18%	3%	0.7	2
COc1ccccc1CNC(=O)c1cccc(N(C)C)c1	13%	7	4%	8	-2%	-7%	3%	0.3	21
Cc1ccccc1-c1cc(C(=O)O)n(CC2CC(c3cccnc3)=NO2)n1 (stereo unspecified)	-6%	-9	-3%	-2	16%	-1%	9%	0.6	?
COc1ccc(CN2CC(C(=O)N3CC(C)CC(C)C3)CC2=O)cc1 (stereo unspecified)	-1%	7	-3%	7	0%	27µM*	3%	0.7	5
Cc1cc2oc(=O)cc(C)c2cc1NC(=O)CCl	-1%	-4	-26%	-7	-1%	-14%	-25%	0.6	-6
CC(CCc1ccccc1)NC(=O)C1CCCN(c2nnc(-n3cccc3)s2)C1 (stereo unspecified)	-3%	1	0%	-9	-20%[57.1 µM]	0%	-14%	-5.2	-12
NC(=O)c1ccc(=O)n(C2OC(CO)C(O)C2O)c1 (stereo unspecified)	1%	-11	16%	10	9%	-10%	5%	-3.4	-18
Cc1oc(-c2ccccc2)nc1C(=O)OCC(=O)NC(=O)NCC(C)C	0%	2	-12%	2	-2%	?	12%	4.0	2
Cc1cc(NC(=O)c2cncc(Br)c2)no1	2%	-1	-12%	-4	-2%	3%	8%	-0.8	34
Cc1ccc(NC(=O)CN(C)C(=O)c2ccc(C(F)(F)F)cc2)cc1	-5%	-4	0%	-3	-1%	-10%	-15%	-0.2	-19
Cc1ccc(S(=O)(=O)N2CCOCC2)cc1C(=O)N(C)CCOc1ccc(Cl)cc1	8%	3	-8%	-3	-36%	-8%	-17%	-0.4	-15
Cc1cc(Br)c2c(c1)C1(OCCO1)C(=O)N2	5%	0	-14%	-1	-4%	-2%	1%	-0.5	8
Nc1ncnc(N(c2ccccc2)C2CCCCC2)c1[N+](=O)[O-]	-14%	-1	5%	nt	5%	-5%	-9%	-3.5	9
O=C(Nc1nc(-c2cc(Cl)sc2Cl)cs1)c1cccs1	-13%	1	-27%	9	4%	-4%	?	0.6	20

A draw from above in order of length of the SMILES, highest first.
SMILES	GLP1R ag	DRD3 agonist	HEK293 tox	PI5P4Ka inh	WRN helicase inh	PLK1 PBD block	GLP1R inv ag	IL2 activator	D3 antag
COc1ccccc1Nc1nn2c(=O)c3ccc(C(=O)N4CCCCC4)cc3nc2s1	-4%&-2%	7&-5	-32%&6%	-2	-9%	-9%	-39%&7%	-2.0	5
CC1CCN(S(=O)(=O)c2ccc(C(=O)Nc3ccccn3)cc2)CC1	4%	7	-4%	-2	2%	-11%	?	-0.8	3
CCNC(=S)N1CCN(c2cccc(C(F)(F)F)c2)CC1	-2%	3	3%	-2	-1%	0%	-2%	-2.9	1

From PubChem BioAssay
